M. tuberculosis HTS: M. tuberculosis growth inhibition, HTS (AID 449762); M. tuberculosis H37Rv growth inhibition, 7H9 media; higher % means a stronger effect; inhibition, % at 25 µM; hits with a dose series show IC50 in µM; actives 0.59% (n = 330,000); in the data active = a potency from the dose series; inconclusive = inhibition above about 70% without an active follow-up result;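 also: bacterial growth assessed after seven days of incubation; strong numbers were not always called active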
M. tuberculosis: growth inhibition of non-replicating M. tuberculosis (AID 488890). Mycobacterium tuberculosis non-replicating, growth inhibition; higher % means a stronger effect. actives 0.39% (n = 320,000). one-dose inhibition, % at 25 µM; IC50 in µM for titrated hits; in the data active = a potency from the dose series; inconclusive = inhibition mostly from about 82% at the one dose, without a potency; inactive = the rest, 99 in 100 with inhibition below about 76%;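 also: plate controls were DMSO cells for no effect and high antibiotic wells for full effect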
Salmonella PhoP GFP: Inhibition of PhoP regulon, Salmonella typhi GFP reporter cells, confirmation, 4 h (AID 1850); Salmonella Typhi PhoP-promoter GFP reporter, fluorescence, 4 h; higher % means a stronger effect; inhibition, % at 50 µM; hits with a dose series show IC50 in µM; actives 0.33% (n = 310,000); in the data active = a potency from the dose series; inconclusive = inhibition mostly from about 25% at the one dose, without a potency; inactive = the rest, 99 in 100 with inhibition below about 19%;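 also: 0% = induced wells with vehicle and 100% = uninduced wells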
influenza NS1A: H1N1 influenza NS1A inhibitors, functional cell based assay (AID 504329); NS1A functional cell-based assay, percent inhibition; higher % means a stronger effect; actives 0.3% (n = 340,000); inhibition, % at 12.5 µM, or IC50 in µM where a hit was titrated; in the data active = a potency from the dose series; inconclusive = inhibition above about 27% without an active follow-up result; also: strong numbers were not always called active
VEEV TC-83 Vero: inhibitors of VEEV TC-83 cytopathic effect, confirmation, Vero cells (AID 588727); actives 0.13% (n = 350,000); Vero cells, VEEV TC-83 cytopathic effect inhibition; higher % means a stronger effect; inhibition, % at 20 µM, or IC50 in µM where a hit was titrated; in the data active = a potency from the dose series; inconclusive = inhibition mostly from about 14% at the one dose, without a potency; inactive = the rest, 99 in 100 with inhibition below about 12%; also: strong numbers were not always called active
VEEV TC-83 Vero 10K pilot screen: further read-out of VEEV TC-83 Vero, marked with its call; inhibition, %; measured here: 10K pilot screen inhibition
Starred values were filed as active, the others as inactive; i = inactive; ? = inconclusive; nt = not tested or not shown; & = joins results of further samples. An excerpt (hit frequency here may not be typical).

SMILES	M. tuberculosis HTS	M. tuberculosis	Salmonella PhoP GFP	influenza NS1A	VEEV TC-83 Vero	others
COc1ccccc1N1CCN(CCCNc2cc(=O)n(C)c(=O)n2C)CC1	51%	2%	-10%	nt	0.5%
c1ccc(CN(CC2=NCCN2)c2ccccc2)cc1	3%&-6%	9%&-4%	5%&3%&1%	2%&-4%	0.1%
CC(COc1ccccc1)NC(C)C(O)c1ccc(O)cc1 (stereo unspecified)	-1%	-4%	0%	6%	0.9%
O=C(c1ccc(F)cc1)C1CCN(CCn2c(=O)[nH]c3ccccc3c2=O)CC1	-1%&-8%	6%&-8%	-4%	1%&0%	i
CC[N+](C)(CC)CCOC(=O)C(O)(c1ccccc1)C1CCCCC1 (stereo unspecified)	-2%	-6%	-3%&-4%	-5%	1.1%
CCOc1ccc(C(=O)OCCN(CC)CC)cc1	1%	-18%	-3%	2%	1.5%
Cc1ccc(CN2CCN(Cc3cccc4nccnc34)CC2CCO)cc1 (stereo unspecified)	8%	20%	-9%	-8%	i
CC[n+]1c(C)sc2cc(OC)ccc21	2%	18%	-26%	-9%	1.3%
CCCn1cnc2c1c(=O)n(CCCCC(C)=O)c(=O)n2C	10%	-16%	-4%	2%	0.1%	VEEV TC-83 Vero 10K pilot screen=0.8
COc1cc2c(cc1OC)C(=O)C(CC1CCN(Cc3ccccc3)CC1)C2 (stereo unspecified)	1%	3%	-8%	-1%	i
O=C(NCCc1c[nH]c2ccccc12)c1cccnc1	2%	9%	-9%	-3%	i
NC(=O)c1cccc(-c2cc(Nc3ccc(OC(F)(F)F)cc3)ncn2)c1	8.5µM*	43%	-5%	6%	8.5%
CCOc1ccccc1C(N)=O	nt	nt	nt	-18%	0.5%
Cn1c(=O)c2c(ncn2CC2OCCO2)n(C)c1=O	2%	-9%	-13%	17%	9.0%
C=C[C@H]1CN2CC[C@H]1C[C@@H]2[C@@H](O)c1ccnc2ccc(OC)cc12	1%&-1%	-6%&-16%	-6%&-3%	-3%&0%&-2%	1.2%&0.1%&0.4%
c1ccc(CC2=NCCN2)cc1	1%	-13%	-1%	1%	i
CN1CCN(C(c2ccccc2)c2ccccc2)CC1	-2%	1%	-1%	0%	0.7%
CN1CCN(CCC(=O)N2c3ccccc3Sc3ccc(C(F)(F)F)cc32)CC1	-13%	40%	8%	-7%	i
CC1COc2c(N3CCN(C)CC3)c(F)cc3c(=O)c(C(=O)O)cn1c23 (stereo unspecified)	?	?	0.31µM*	-9%	2.0%
Cc1cc(Nc2cc(N3CCN(C)CC3)nc(Sc3ccc(NC(=O)C4CC4)cc3)n2)n[nH]1	4%	28%	-4%	3%	9.0%	VEEV TC-83 Vero 10K pilot screen=7.5

Entries listed so far with a CF3 group (two):
SMILES	M. tuberculosis HTS	M. tuberculosis	Salmonella PhoP GFP	influenza NS1A	VEEV TC-83 Vero	others
NC(=O)c1cccc(-c2cc(Nc3ccc(OC(F)(F)F)cc3)ncn2)c1	8.5µM*	43%	-5%	6%	8.5%
CN1CCN(CCC(=O)N2c3ccccc3Sc3ccc(C(F)(F)F)cc32)CC1	-13%	40%	8%	-7%	i

Structural class, the entries above with four or more nitrogen atoms (6)
SMILES	M. tuberculosis HTS	M. tuberculosis	Salmonella PhoP GFP	influenza NS1A	VEEV TC-83 Vero	others
COc1ccccc1N1CCN(CCCNc2cc(=O)n(C)c(=O)n2C)CC1	51%	2%	-10%	nt	0.5%
Cc1ccc(CN2CCN(Cc3cccc4nccnc34)CC2CCO)cc1 (stereo unspecified)	8%	20%	-9%	-8%	i
CCCn1cnc2c1c(=O)n(CCCCC(C)=O)c(=O)n2C	10%	-16%	-4%	2%	0.1%	VEEV TC-83 Vero 10K pilot screen=0.8
NC(=O)c1cccc(-c2cc(Nc3ccc(OC(F)(F)F)cc3)ncn2)c1	8.5µM*	43%	-5%	6%	8.5%
Cn1c(=O)c2c(ncn2CC2OCCO2)n(C)c1=O	2%	-9%	-13%	17%	9.0%
Cc1cc(Nc2cc(N3CCN(C)CC3)nc(Sc3ccc(NC(=O)C4CC4)cc3)n2)n[nH]1	4%	28%	-4%	3%	9.0%	VEEV TC-83 Vero 10K pilot screen=7.5

Already shown: entries from further up.
SMILES	M. tuberculosis HTS	M. tuberculosis	Salmonella PhoP GFP	influenza NS1A	VEEV TC-83 Vero	others
c1ccc(CC2=NCCN2)cc1	1%	-13%	-1%	1%	i
CN1CCN(C(c2ccccc2)c2ccccc2)CC1	-2%	1%	-1%	0%	0.7%

Back to the main list with the three entries that preceded the break.
SMILES	M. tuberculosis HTS	M. tuberculosis	Salmonella PhoP GFP	influenza NS1A	VEEV TC-83 Vero	others
CN1CCN(CCC(=O)N2c3ccccc3Sc3ccc(C(F)(F)F)cc32)CC1	-13%	40%	8%	-7%	i
CC1COc2c(N3CCN(C)CC3)c(F)cc3c(=O)c(C(=O)O)cn1c23 (stereo unspecified)	?	?	0.31µM*	-9%	2.0%
Cc1cc(Nc2cc(N3CCN(C)CC3)nc(Sc3ccc(NC(=O)C4CC4)cc3)n2)n[nH]1	4%	28%	-4%	3%	9.0%	VEEV TC-83 Vero 10K pilot screen=7.5
CC(=O)Nc1ccc(C(=O)O)cc1	0%	1%	nt	-1%	0.6%
NC(=O)c1cn(Cc2c(F)cccc2F)nn1	0%	3%	-8%	-4%	1.2%
Cc1cc(-c2ccccc2)nnc1NCCN1CCOCC1	1%	0%	-5%	-1%	1.5%
COc1ccc(/C=C/C(=O)Nc2ccccc2C(=O)O)cc1OC	15%	6%	-3%&8%	1%	i
COC(=O)c1ccc(O)cc1	nt	nt	nt	-2%	0.8%
O=C(CCNNC(=O)c1ccncc1)NCc1ccccc1	?	69%	4%	-3%	i
Cc1c(NC(=O)c2cccnc2)c(=O)n(-c2ccccc2)n1C	1%	-6%	5%	-5%	i
COc1ccc(C(=O)NCc2ccc(OCCN(C)C)cc2)cc1OC	7%	-3%	-3%	8%	2.5%
CC(=O)NC(Cc1ccccc1)C(=O)O (stereo unspecified)	-1%	3%	4%	3%	0.7%
C=C[C@@H]1CN2CCC1C[C@@H]2[C@@H](O)c1ccnc2ccc(OC)cc12 (stereo partly specified)	-6%&2%	-3%&-2%	-25%&-5%	2%&0%	i
CC1(C)Cc2c(sc(NC(=S)NC(=O)c3ccccc3)c2C(=O)O)CO1	-1%	?	-7%	-3%	2.6%
CC(=O)OCC1=C[C@@H]2OC(=O)C3=CO[C@@H](O[C@@H]4O[C@H](CO)[C@@H](O)[C@H](O)[C@H]4O)[C@H]1[C@@H]32	-3%	-6%	nt	-20%	0.3%

Screening results (PubChem BioAssay)
